# TDP1 cell noCPT – qHTS for Inhibitors of human tyrosyl-DNA phosphodiesterase 1 (TDP1): qHTS in cells in absence of CPT. DT40 Tdp1-/- hTDP1 cells, no CPT, ATP luminescence, 48 h. Potency, µM (series often up to 46.2 µM), without a hit: at the highest dose activity change, negative = growth inhibition, usual class: inhibitors. actives 15% (n = 420,000). AID 686978, 2013; note: nearly all actives have a fitted effect of over 55% in size
#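 Chicken DT40 Tdp1-/- cells stably complemented with human TDP1 were seeded at 400 cells/well with DMSO in place of 20 nM camptothecin. After compound pinning, cells grew at least 48 hr at 37 °C; viability read by CellTiter-Glo luminescence.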
# TDP1 cell CPT – growth inhibition of DT40 Tdp1-/-;hTDP1 cells with camptothecin (screen for TDP1 inhibitors). chicken DT40 Tdp1-/-;hTDP1 cells + 20 nM CPT, ATP luminescence, 48 h. Potency, µM (highest dose often 46.2 µM), inactives show at the highest dose activity change, negative = growth inhibition, hits mostly inhibitors. actives 12% (n = 420,000). AID 686979; note: nearly all actives have a fitted effect of over 55% in size
#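 Chicken DT40 Tdp1-/- cells complemented with human TDP1, 400 cells/well, exposed to compounds plus 20 nM camptothecin for at least 48 h at 37 C; viability read as ATP content by CellTiter-Glo luminescence.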
# KAT2A inh – GCN5L2 (KAT2A) acetyltransferase inhibition. Potency, µM (highest dose often 58.9 µM), inactives show at the highest dose activity change, negative = inhibition, hits mostly inhibitors. actives 0.21% (n = 390,000). GCN5L2 HAT assay, ThioGlo1 CoA-SH fluorescence. Q92830
# Target sequence (Q92830 whole entry, looked up): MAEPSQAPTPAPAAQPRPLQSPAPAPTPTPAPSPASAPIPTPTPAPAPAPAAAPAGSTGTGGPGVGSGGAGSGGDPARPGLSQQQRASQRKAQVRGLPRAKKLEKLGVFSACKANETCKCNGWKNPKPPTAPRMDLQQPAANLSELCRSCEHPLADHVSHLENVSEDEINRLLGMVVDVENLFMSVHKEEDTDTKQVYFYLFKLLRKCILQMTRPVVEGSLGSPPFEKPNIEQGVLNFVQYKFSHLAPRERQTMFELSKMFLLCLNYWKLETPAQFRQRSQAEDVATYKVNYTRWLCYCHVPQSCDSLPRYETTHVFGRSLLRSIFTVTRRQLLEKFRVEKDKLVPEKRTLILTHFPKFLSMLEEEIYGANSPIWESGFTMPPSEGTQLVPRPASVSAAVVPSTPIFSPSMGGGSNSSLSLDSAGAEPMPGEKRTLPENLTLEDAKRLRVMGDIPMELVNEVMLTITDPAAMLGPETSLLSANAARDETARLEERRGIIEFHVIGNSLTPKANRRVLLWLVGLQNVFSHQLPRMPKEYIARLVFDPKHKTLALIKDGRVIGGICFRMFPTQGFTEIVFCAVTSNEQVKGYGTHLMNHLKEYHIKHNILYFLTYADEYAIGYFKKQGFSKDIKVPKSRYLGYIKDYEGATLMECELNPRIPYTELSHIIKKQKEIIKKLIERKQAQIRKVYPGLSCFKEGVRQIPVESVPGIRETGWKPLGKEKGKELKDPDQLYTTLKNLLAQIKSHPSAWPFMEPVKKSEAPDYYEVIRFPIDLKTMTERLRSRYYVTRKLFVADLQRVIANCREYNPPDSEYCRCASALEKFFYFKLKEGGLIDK
#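 Preincubate 20nM GCN5L2 with compound 15 min, RT → add 50uM ThioGlo1 + 75uM H3(1-25) + 70uM acetyl-CoA → read fluorescence 0 and 20 min. Primary qHTS; fluorescent artifacts likely.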
# Numbers without * were called inactive; ? = inconclusive; / = not tested or not shown. Calls come from the whole dose curve; as a rule, active = well fitted curve in the direction sought with a large enough effect; inconclusive = small, poorly fitted or top-dose-only effect, or another doubt; inactive = no such curve, though single readings can be large; an effect the other way counts as inactive or inconclusive. % is set by controls: 0 for no effect and ±100 for the full control effect; potency is the fitted concentration of half-maximal effect.
SMILES,TDP1 cell noCPT,TDP1 cell CPT,KAT2A inh
Cc1c2cnn(CC(=O)NCCN3CCOCC3)c(=O)c2c(C)n1Cc1ccc(F)cc1,-0.7%,23.7%,?
CS(=O)(=O)N(CC(=O)Nc1cccc(F)c1)Cc1ccccc1,?,-27.9%,-0.1%
OCCC1CN(Cc2c(F)cccc2Cl)CCN1C1CCCCC1 (stereo not given),-33.0%,3.8%,-4.4%
CCCS(=O)(=O)NC(=O)C1(C)CCCN(C(=O)C2(c3ccc(Cl)cc3)CCCC2)C1 (stereo not given),-0.3%,1.3%,/
Cc1ccc(/C=N\NC(=O)Cc2noc3ccccc23)cc1,-12.9%,-6.5%,3.2%
O=C(Nc1cccc(Cn2cccn2)c1)c1cc2c(s1)CCCC2,11.2µM*,?,-24.3%
COc1ccc(N2CCN(C(=O)COC(=O)Cc3cccc(OC)c3)CC2)cc1,0.9%,-29.8%,-13.5%
COc1ccc(C(=O)c2ccc(Cl)cc2)cc1,?,-12.3%,-4.3%
COCOc1ccc(/C=C2/Oc3cc(OCOC)cc(OCOC)c3C2=O)c(OCOC)c1,23.1µM*,13µM*,/
CCc1ccc(NC(=O)c2ccc3nc(N)sc3c2)cc1,?,-11.4%,-13.5%
COc1cc(CC(=O)Nc2cc(S(=O)(=O)N3CCOCC3)ccc2N2CCCC2)cc(OC)c1OC,-3.6%,-21.3%,/
Cc1nc(SCC(=O)N(C)C2(C#N)CCCCC2)c2ccccc2n1,?,?,-4.9%
Cc1ccccc1-c1cc(C(=O)NCc2ccco2)nn1CC1CC(c2cccc([N+](=O)[O-])c2)=NO1 (stereo not given),?,16.4µM*,-6.2%
CN(Cc1ccccc1)C(=O)c1ccc(S(=O)(=O)N(C)c2ccccc2)cc1,?,?,0.2%
CNS(=O)(=O)c1cccc(C(=O)OCC(=O)c2ccc(S(=O)(=O)N3CCCCC3)cc2)c1,2.5%,-11.4%,-7.7%
C/C(=N\Nc1nc(-c2ccccc2O)nc2ccccc12)c1ccccc1,7.31µM*,?,-7.2%
CCOC(=O)N1CCN(Cc2nnc(-c3ccccc3C)o2)CC1,-12.8%,4.1%,39.1%
Cc1ccc(C(=O)Nc2ccccc2Oc2ccccc2)cc1[N+](=O)[O-],?,?,-0.9%
COc1ccc(C2C(C#N)=C(N)Oc3cc(C)n(CCN4CCOCC4)c(=O)c32)cc1OC (stereo not given),5.1%,-1.5%,-2.2%
COc1ccc(CNC(=O)CCCn2c(=O)c3cccn3c3ccc(F)cc32)cc1OC,18.4µM*,18.4µM*,-8.8%
Cc1cc(/C=C2\SC(=S)NC2=O)c(C)n1C,-8.8%,-9.5%,-2.6%
COc1ccc(C(=O)N2CCC(C(=O)Nc3ccc4c(c3)OCO4)CC2)cc1,-10.4%,-8.8%,-8.0%
Cc1ccc2c(cnn2C(=O)CCC(=O)NC2CCCC2)c1,-21.2%,0.1%,-3.9%
COC(=O)CC1C(=O)NCCN1C(=O)c1oc2c(C)c(C)ccc2c1C (stereo not given),?,-1.6%,/
NC(=O)C1(N2CCCCC2)CCN(C(=O)CSc2nc(C(F)(F)F)cc(=O)[nH]2)CC1,-1.9%,10.3%,1.5%
SMILES,TDP1 cell noCPT,TDP1 cell CPT,KAT2A inh
CCC(=O)N1CCc2cc(S(=O)(=O)NCCC(=O)NC(C)c3ccccc3)ccc21 (stereo not given),-16.7%,?,-2.7%
CN1C(=O)Cn2c1nc1ccccc12,-22.1%,-19.6%,-3.3%
O=c1c2cc3c(cc2nc2sc(Nc4ccc(F)c(Cl)c4)nn12)OCO3,-1.4%,-14.2%,-3.6%
COc1ccc(OC)c(-n2c(SCC(=O)Nc3cc(C)on3)nnc2-c2c[nH]c3ccccc23)c1,?,?,-11.3%
CCCN(C(=O)CCn1cnc2onc(-c3ccc(F)cc3)c2c1=O)c1ccccc1C,16.4µM*,18.4µM*,1.9%
Cc1cccc(N2CCN(CC(O)COc3ccc(Cl)cc3)CC2)c1 (stereo not given),13µM*,?,-5.0%
O=C(Nc1ccc(Cl)cc1)C1CCCN(c2cnccn2)C1 (stereo not given),?,?,-9.8%
Cc1nnsc1SC(C)C(=O)O (stereo not given),-1.9%,-0.7%,-5.6%
CCOc1ccc(N)c(SSc2cc(OCC)ccc2N)c1,5.17µM*,2.59µM*,-11.5%
N#C/C(=C/C1=C(N2CCOCC2)C(=C/c2ccc(Cl)cc2Cl)/CC1)C(=O)Nc1ccccc1F,10.3µM*,?,/
COc1nc(N)nc2c1ncn2C1OC(CO)CC1O (stereo not given),1.46µM*,1.03µM*,/
CCCCOC(=O)Nc1cccc(C(C)=O)c1,-16.4%,-2.5%,0.7%
O=C(Cc1ccccc1)NNC(=S)Nc1ccc(Cl)cc1,19.4%,20.9%,-8.8%
Oc1c(Cl)cc(Cl)cc1C=Nc1cc(C(F)(F)F)ccc1N1CCc2ccccc2C1,?,?,-1.4%
COCCCNC(=S)NNC(=O)c1ccc2c(c1)OCO2,10.1%,-4.6%,0.7%
COc1cc2c(C#CCCCO)c(-c3ccsc3)oc(=O)c2cc1OC,9.2µM*,23.1µM*,-0.1%
Cc1ccc2oc(=O)c3cc(C(=O)NCCCOC(C)C)sc3c2c1,-23.8%,10.4%,-6.5%
Nc1c(C(=O)Nc2ccc(F)cc2)sc2nc(-c3ccco3)ccc12,?,?,-9.6%
CSCC[C@H](NC(=O)[C@@H]1Cc2ccccc2CN1)C(=O)Nc1ccc2c(c1)OCCO2,3.9%,11.5%,-2.5%
c1ccc(Cn2nnnc2CN2CCN(c3ncccn3)CC2)cc1,-21.2%,1.9%,-1.6%
Cc1ccc2c(n1)sc1c(-c3ccccc3)c(C#N)c(N)nc12,-24.5%,-9.1%,-5.6%
COc1ccc(Cn2cc(CN3CC(N4CCN(C5CCN(C)CC5)CC4)CS3(=O)=O)nn2)cc1 (stereo not given),1.5%,1.0%,/
COc1ccc(NC(=O)C2C3CCC(C3)C2C(=O)O)cc1OC (stereo not given),5.2%,7.7%,2.4%
CCCS(=O)(=O)Nc1cccc(-c2cn3ccc(C)cc3n2)c1,16.4µM*,23.1µM*,-2.1%
CN(C)C(CNC(=O)c1cccc(C#N)c1)c1ccco1 (stereo not given),-2.7%,-6.5%,-8.6%

# Random excerpt: 6 compounds from above
SMILES,TDP1 cell noCPT,TDP1 cell CPT,KAT2A inh
COCOc1ccc(/C=C2/Oc3cc(OCOC)cc(OCOC)c3C2=O)c(OCOC)c1,23.1µM*,13µM*,/
COc1ccc(C2C(C#N)=C(N)Oc3cc(C)n(CCN4CCOCC4)c(=O)c32)cc1OC (stereo not given),5.1%,-1.5%,-2.2%
CN1C(=O)Cn2c1nc1ccccc12,-22.1%,-19.6%,-3.3%
COc1nc(N)nc2c1ncn2C1OC(CO)CC1O (stereo not given),1.46µM*,1.03µM*,/
Cc1c2cnn(CC(=O)NCCN3CCOCC3)c(=O)c2c(C)n1Cc1ccc(F)cc1,-0.7%,23.7%,?
Cc1ccc2c(cnn2C(=O)CCC(=O)NC2CCCC2)c1,-21.2%,0.1%,-3.9%

# Compound profiles, from the list above:
# `COc1cc2c(C#CCCCO)c(-c3ccsc3)oc(=O)c2cc1OC` across the screens: TDP1 cell noCPT = 9.2µM*; TDP1 cell CPT = 23.1µM*; KAT2A inh = -0.1%
# `Nc1c(C(=O)Nc2ccc(F)cc2)sc2nc(-c3ccco3)ccc12` across the screens: TDP1 cell noCPT = ?; TDP1 cell CPT = ?; KAT2A inh = -9.6%

# Other structures follow.
SMILES,TDP1 cell noCPT,TDP1 cell CPT,KAT2A inh
Fc1ccc(F)c(NC2=NCCCCC2)c1,0.6%,7.1%,0.2%
CCn1c(SCC(=O)Nc2oc(C)c3c(C)n[nH]c(=O)c23)nnc1-c1ccco1,-13.9%,-22.5%,/
O=C(COC(=O)c1ccc(O)cc1O)NC1CCCCCC1,?,?,-0.2%
COc1ccc(NC(=O)c2ccccc2NC(=O)C2CCCO2)cc1 (stereo not given),?,-25.8%,-9.6%
Cc1ccc(Cl)cc1N1CCN(C(=O)c2cc3c(-c4ccccc4F)nn(C)c3s2)CC1,14.6µM*,?,-7.3%
COc1ccc(Br)cc1/C=N/Nc1cccc(C(=O)O)c1,-13.9%,-17.7%,-3.9%
NS(=O)(=O)c1ccc(CNC(=O)CCCSc2ccccc2)cc1,?,-14.3%,-2.7%
COc1cc(-c2noc(-c3ccc(NCC4CCCO4)c([N+](=O)[O-])c3)n2)cc(OC)c1OC (stereo not given),3.66µM*,7.31µM*,-14.1%
O=C(Cc1cccs1)N1CCN(S(=O)(=O)c2ccccc2)CC1,-13.5%,-22.4%,13.6%
COc1cc(CC(=O)Nc2cc(S(C)(=O)=O)ccc2Cl)cc(OC)c1OC,-16.9%,-4.4%,-3.1%
O=C(Cc1ccsc1)NNC(=O)c1ccccc1Cl,0.0%,0.3%,-12.3%
Cc1cc(-c2ccccc2)n(-c2ccc(C(=O)N3CCN(c4ncccn4)CC3)cc2)n1,?,?,-0.6%
CCCCCNC(=O)c1nc(-c2c(F)cccc2F)oc1-c1ccccc1,20.6µM*,?,/
COC(=O)c1c(NC(=O)CN2C(=O)C(=O)N(CC(C)C)C2=O)sc2c1CCCCC2,-9.6%,1.7%,?
CN(Cc1ccccc1)CC(O)COc1ccc(CNCCCOc2cccnc2)cc1 (stereo not given),?,?,-5.5%
COc1ccc(CCN(C)C(=O)CSc2nc3ncc(Cl)cc3[nH]2)cc1OC,3.9%,12.2%,-7.3%
Cc1cc[n+](CC(=O)c2ccc(F)cc2)cc1,-9.9%,-1.1%,/
Cc1cccc(OCC(=O)NCCNC(=O)c2cccnc2)c1,8.9%,-1.3%,2.6%
CC[C@]12c3[nH]c4ccc(OC)cc4c3CCN1C(=O)C(CC(=O)NCc1ccco1)C[C@@H]2C(=O)N1CCN(C(=O)C2CC2)CC1 (stereo not given in full),-14.6%,-10.0%,-3.7%
CC1CCCC(NS(=O)(=O)c2ccc3c(c2)OCCO3)C1C (stereo not given),?,-23.2%,-4.3%
COCc1[nH]nc2c1C(c1cc(OC)c(O)c(OC)c1)C(C#N)=C(N)O2 (stereo not given),-6.5%,-24.2%,1.6%
COc1ccc(-c2c(C#N)c(SCC(=O)Nc3ccc(C)cc3)nc(C)c2C(=O)Nc2ccccc2)cc1,0.9%,3.9%,-4.6%
C=CCC(=O)N1CCC(n2nccc2NC(=O)CCOc2ccccc2)CC1,-22.4%,-3.6%,-8.5%
COc1ccc(NC(=O)CCNC(=O)Cn2ccc3ccccc3c2=O)cc1Cl,-11.9%,-1.2%,-0.7%
O=C(C1CCCN(Cc2ccccc2)C1)N1CCc2ccccc2C1 (stereo not given),?,?,-7.1%
SMILES,TDP1 cell noCPT,TDP1 cell CPT,KAT2A inh
CCC(=O)N1CCC1(C)C(=O)NS(=O)(=O)c1cccc(C#N)c1 (stereo not given),-3.8%,?,/
Cc1cccc(NS(=O)(=O)c2ccc(NS(=O)(=O)c3cccs3)cc2)c1,-11.7%,3.9%,-3.3%
COc1ccc(/C=N/NC(=O)CC(=O)NCc2cccnc2)cc1,-0.9%,-11.2%,-5.3%
CCCCc1ccc(NC(=O)Cn2c(=O)c(N3CCCCC3)c(N)n(C)c2=O)cc1,?,?,-1.3%
CC1CCN2c3cc(Cl)ccc3CC3(C(=O)OC(C)(C)OC3=O)C2C1 (stereo not given),-28.4%,-3.0%,/
COCCNc1nc(NCc2cccc(OC)c2OC)c2sccc2n1,11.6µM*,?,/
COC(=O)c1c(OCc2ccccn2)cc(=O)n2c1CCN(C(=O)c1cc(C(C)C)nn1C)CC2,-25.6%,-2.5%,/
Cc1ccc(OC(C)C)c(CN(CCO)CCO)c1,-15.8%,-4.0%,-1.1%
C[C@@H]1Cc2[nH][nH]c(=O)c2[C@H](c2ccc(Cl)cc2)O1,-17.2%,-4.3%,/
CCCCC(CCc1ccccn1)C(=O)c1ccccc1 (stereo not given),?,23.1µM*,/
CCc1ccc(OCC(=O)NC(NC(=S)Nc2ccccc2)C(Cl)(Cl)Cl)cc1 (stereo not given),?,?,3.8%
O=C(CCc1ccccc1)NNC(=O)c1ccccc1Cl,-3.6%,12.8%,-2.4%
CC(=O)O[C@]1(C(C)=O)CC[C@H]2[C@@H]3C=CC4=CC(=O)C=C[C@]4(C)[C@H]3CC[C@@]21C,14.6µM*,?,-4.0%
COc1cc(Cl)c(C)cc1Nc1nc2ccccc2n2cnnc12,?,-8.8%,-3.6%
Cc1ccc(-n2ncc3c(NCC(C)C)ncnc32)c(C)c1,?,23.1µM*,-3.1%
COC(=O)c1ccc(-c2noc(CN(Cc3ccccn3)CC3CCCO3)n2)cc1 (stereo not given),?,?,0.9%
COc1cccc(Nc2nc3cc(C)ccc3nc2NS(=O)(=O)c2ccc(Cl)cc2)c1,4.11µM*,5.17µM*,-12.1%
Cc1noc(C)c1COC(=O)c1cc(C)n(-c2ccccc2)c1C,20.6µM*,?,-13.7%
